CBFb RUNX1 block – qHTS Assay for Compounds Blocking the Interaction Between CBF-beta and RUNX1 for the Treatment of Acute Myeloid Leukemia; AlphaScreen CBFb-His/RUNX1-biotin binding, biochemical; 230,000 tested, under 10 active; Runt-related transcription factor 1 (Homo sapiens) + Core-binding factor subunit beta …; Potency, µM (highest dose often 59.8 µM), without a hit: at the top dose activity, negative = inhibition, actives largely listed as inhibitors; note: % of control where 0% means no effect
Target sequence (Q01196 whole entry, looked up): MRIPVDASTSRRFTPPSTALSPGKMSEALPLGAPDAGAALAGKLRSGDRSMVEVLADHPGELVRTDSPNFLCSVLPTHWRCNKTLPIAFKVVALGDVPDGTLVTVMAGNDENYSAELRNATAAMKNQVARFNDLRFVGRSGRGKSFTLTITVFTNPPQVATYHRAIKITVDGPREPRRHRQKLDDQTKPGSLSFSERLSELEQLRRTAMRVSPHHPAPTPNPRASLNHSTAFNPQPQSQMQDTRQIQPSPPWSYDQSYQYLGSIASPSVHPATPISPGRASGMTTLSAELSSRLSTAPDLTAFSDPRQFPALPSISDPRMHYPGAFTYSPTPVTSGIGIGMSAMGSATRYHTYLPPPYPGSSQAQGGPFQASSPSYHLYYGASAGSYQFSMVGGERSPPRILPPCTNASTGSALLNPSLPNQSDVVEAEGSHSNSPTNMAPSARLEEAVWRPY
Target sequence (Q13951 whole entry, looked up): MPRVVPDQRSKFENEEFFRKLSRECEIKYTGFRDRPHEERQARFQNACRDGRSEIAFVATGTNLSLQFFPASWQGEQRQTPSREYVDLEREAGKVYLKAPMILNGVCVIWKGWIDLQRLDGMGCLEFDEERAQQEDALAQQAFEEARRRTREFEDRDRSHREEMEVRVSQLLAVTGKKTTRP
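AlphaScreen proximity signal reports loss of binding between His-tagged CBF-beta and biotin-labelled RUNX1, each at 30 nM. Proteins are pre-associated for 20 minutes, compounds added for 15 minutes, then beads for 90 minutes, all at ambient temperature.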
TexasRed fluor – Total Fluorescence Counterscreen for Inhibitors of the Interaction of Thyroid Hormone Receptor and Steroid Receptor Coregulator 2; AID 1479, 2009; 0.29% of 280,000 active; TRb/SRC2 Texas Red total fluorescence interference; Potency, µM (top dose mostly 106 µM), inactives show at the top dose fluorescence change, negative = quenching; active = well fitted curve in either direction with a large enough effect; inconclusive = small, poorly fitted or top-dose-only effect; note: potency is the fitted concentration of half-maximal effect; % is set by controls: 0 for no effect and ±100 for the full control effect
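Human TRb ligand-binding domain at 0.6 uM with 20 nM Texas Red SRC2 peptide in Tris buffer containing 1 uM T3 and 5% DMSO, incubated with compound 5 h at ambient temperature. Total fluorescence (555/632 nm) calculated as parallel + 2 × perpendicular.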
TRb-SRC2 inh – qHTS for Inhibitors of the Interaction of Thyroid Hormone Receptor and Steroid Receptor Coregulator 2; Thyroid hormone receptor beta (Homo sapiens), P10828; Potency, µM (series often up to 106 µM), inactives show top-dose activity change, negative = inhibition, most hits filed as inhibitors; 0.065% of 280,000 active; AID 1469, 2008; TRbeta-SRC2 peptide binding, fluorescence polarization; receptor liganded with 1 µM T3;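 note: potency is the fitted concentration of half-maximal effect; plate controls were bound peptide for no effect and peptide without receptor for full effect; nearly all actives have a fitted effect of over 50% in size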
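Each compound concentration gave % activity, normalized to unbound and bound Texas Red SRC2 controls, from polarization read after 5 hr ambient incubation with T3-loaded human TRb LBD.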
Tau fibril FP – qHTS for Inhibitors of Tau Fibril Formation, Fluorescence Polarization | Microtubule-associated protein tau (Homo sapiens), P10636 | AID 1468, 2008 | 0.39% of 280,000 active | K18 P301L tau heparin fibrillization, Alexa594 FP, 6 h | Potency, µM (series often up to 57.7 µM), for the others: at the top dose activity, negative = inhibition, most hits filed as inhibitors; note: potency is the fitted concentration of half-maximal effect; % is set by controls: 0 for no effect and ±100 for the full control effect; nearly all actives have a fitted effect of over 55% in size
Target sequence (P10636 561-689 P618L limits assumed): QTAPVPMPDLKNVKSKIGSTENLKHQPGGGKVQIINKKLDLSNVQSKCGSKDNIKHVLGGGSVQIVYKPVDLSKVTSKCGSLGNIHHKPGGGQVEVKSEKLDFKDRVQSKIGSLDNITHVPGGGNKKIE
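Human K18 P301L fragment (15 uM unlabeled plus 0.24 uM Alexa 594-labeled) in 100 mM sodium acetate pH 7 with compound, aggregation induced by 20 uM heparin for 6 hr at 37 C. ThT (30 uM) added for 1 hr, then Alexa 594 FP read.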
Tau fluor cs – Counterscreen qHTS for Inhibitors of Tau Fibril Formation, Fluorescence Polarization; tau K18 P301L Alexa594 fluorescence, heparin fibrillization; Potency, µM (doses to about 57.7 µM), for inactives: top-dose activity change, negative = decrease; 0.93% of 280,000 active; note: potency is the fitted concentration of half-maximal effect; % is set by controls: 0 for no effect and ±100 for the full control effect; nearly all actives have a fitted effect of over 55% in size
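Human tau K18 P301L (15 uM unlabeled, 0.24 uM Alexa 594-labeled) in 100 mM sodium acetate pH 7 with 20 uM heparin, 6 hr at 37 C. ThT 30 uM added, 1 hr ambient; Alexa 594 FP and total fluorescence read at 555/632 nm.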
aGal spleen mod – qHTS Assay for Inhibitors and Activators of Human alpha-Galactosidase From Spleen Homogenate; Alpha-galactosidase A (Homo sapiens), P06280; human spleen homogenate, 4MU-alpha-Gal fluorescence, 40 min; Potency, µM (doses to about 80 µM), for the others: at the highest dose activity change, negative = inhibition, most hits filed as inhibitors; 0.008% of 240,000 active;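 note: potency is the fitted concentration of half-maximal effect; 0% = enzyme with vehicle and -100% = no enzyme basal signal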
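Fluorogenic readout (Ex 365/Em 440 nm) of 4-methylumbelliferone released from 1 mM 4-MU-alpha-galactoside by spleen homogenate, 40 min at 37C, pH 5.0. Data normalized to no-enzyme and enzyme controls; Hill-equation AC50 from compound titrations.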
NPSR antagonist – qHTS Assay for Antagonists of the Neuropeptide S Receptor: cAMP Signal Transduction. CHO-NPSR cells, cAMP TR-FRET, antagonist mode. Potency, µM (highest dose often 38.3 µM), without a hit: at the top dose activity change, negative = inhibition, hits mostly inhibitors. 1% of 220,000 active. AID 1461, 2008; note: potency is the fitted concentration of half-maximal effect; % is set by controls: 0 for no effect and ±100 for the full control effect; nearly all actives have a fitted effect of over 50% in size; many of its hits are not listed in these tables
Epigenetic reg – Quantitative High-Throughput Screen for Regulators of Epigenetic Control. murine LDR cells, GFP reporter derepression, 30 h. Potency, µM (doses to about 53.9 µM), for inactives: at the top dose GFP activation, usual class: activators. 0.2% of 280,000 active. AID 1865, 2009; note: potency is the fitted concentration of half-maximal effect; % of control where 0% means no effect; nearly all actives have a fitted effect of over 60% in size
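Reporter derepression read as number of fluorescent GFP-positive objects, 20-120 um in size, counted by laser-scanning cytometer. Mouse LDR line with an epigenetically silenced CMV-GFP locus; compound incubation 30 h, 37 C.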
Active calls of the source: *; ? = inconclusive; . = not tested or not shown; & = joins results of further samples; [ ] = remark or other dose. Unless noted, calls come from the whole dose curve; as a rule, active = well fitted curve in the direction sought with a large enough effect; inconclusive = small, poorly fitted or top-dose-only effect, or another doubt; inactive = no such curve, though single readings can be large; an effect the other way counts as inactive or inconclusive. A portion of the library (hit frequency here may not be typical).

SMILES	CBFb RUNX1 block	TexasRed fluor	TRb-SRC2 inh	Tau fibril FP	Tau fluor cs	aGal spleen mod	NPSR antagonist	Epigenetic reg
CC(C)(C)NC(=O)C1CCCN(S(=O)(=O)c2cccc3cccnc23)C1 (stereo not given)	3%	-7%	-4%	-1%	0%	-1%	-4%[46.1 µM]	0.8%
CCn1c(=O)cc(OCC(=O)NCCCN2CC(C)CC(C)C2)c2ccccc21 (stereo not given)	4%	-2%	6%	4%	7%	-17%	-3%[46.1 µM]	0.0%
O=C1CC(N2CCc3ccccc32)C(=O)N1c1ccc(F)cc1 (stereo not given)	2%	-3%	-1%	5%	-1%	-1%	2%	5.1%
CC[C@H](C)[C@H](NC(=O)[C@H](Cc1ccccc1)NC(=O)[C@H](CCC(=O)O)NC(=O)[C@H](CCCCN)NC(=O)[C@H](C)NC(=O)[C@H](C)NC(=O)[C@H](CCC(N)=O)NC(=O)CNC(=O)[C@H](CCC(=O)O)NC(=O)[C@H](CC(C)C)NC(=O)[C@H](Cc1ccc(O)cc1)NC(=O)[C@H](CO)NC(=O)[C@H](CO)NC(=O)[C@@H](NC(=O)[C@H](CC(=O)O)NC(=O)[C@H](CO)NC(=O)[C@@H](NC(=O)[C@H](Cc1ccccc1)NC(=O)[C@@H](NC(=O)CNC(=O)[C@H](CCC(=O)O)NC(=O)[C@H](C)NC(=O)[C@@H](N)Cc1cnc[nH]1)[C@@H](C)O)[C@@H](C)O)C(C)C)C(=O)N[C@@H](C)C(=O)N[C@@H](Cc1c[nH]c2ccccc12)C(=O)N[C@@H](CC(C)C)C(=O)N[C@H](C(=O)N[C@@H](CCCCN)C(N)=O)C(C)C	-10%	-5%	-1%	.	.	-2%	.	.
CC1CC(NC(=O)CC#N)CC(C)(C)C1 (stereo not given)	5%	0%	-4%	0%	-7%	0%	-23%	-3.6%
Cc1ccccc1CCNC(=O)c1ccc2c(c1)nc1n2CCOC1	.	0%	9%	0%	1%	.	.	0.1%
COc1ccc(OC)c(S(=O)(=O)n2nnc3cc(Cl)ccc32)c1	0%	-4%	-7%	-14%	1%	-28%	-7%[46.1 µM]	-2.8%
CCCCCCCC(=O)N/N=C(\C)c1cccnc1	1%	0%	-9%	1%	-1%	5%	-3%	-1.0%
O=C(NC(=S)Nc1ncc(Br)cc1Br)c1cncc(Br)c1	-4%	0%	-9%	-11%	-10%	3%	-11%[46.1 µM]	0.0%
CCCCOC(=O)c1ccc(NC(=O)/C=C/c2cccs2)cc1	-8%	2%	-3%	14µM*	?	5%	-40%	1.0%
Cc1sc(NC(=O)C2CC(Cl)=CCC2C(=O)O)c(C#N)c1C (stereo not given)	8%	-2%	3%	3%	11%	-5%	-17%	0.0%
COCCNC(=S)Nc1ccc(Cl)c(Cl)c1	6%	1%	3%	-8%	-22%	-5%	-13%	-1.0%
COc1ccc(-c2c(C#N)c(C)nc3c2C(=O)c2ccccc2-3)cc1	-3%	1%[53 µM]	-21%[53 µM]	-6%	-10%	-14%	?	4.6%
O=C(N/N=C/c1cc(O)ccc1[N+](=O)[O-])c1ccc2c(c1)OCCO2	-4%	-3%	-7%	-1%	-15%	7%	?	2.0%
NC(=O)C(c1ccc(Cl)cc1)c1ncc(C(F)(F)F)cc1Cl (stereo not given)	-2%	-7%	-1%	0%	-7%	11%	-17%[46.1 µM]	1.0%
CCCCC[C@H](O)/C=C/[C@@H]1[C@H]2C/C(=C/CCCC(=O)O)C[C@H]2C[C@H]1O	0%&7%&0%	0%&1%&-1%	3%&1%&1%	-2%&5%&5%	2%&-7%&-11%	6%&9%&-18%	.	1.1%&0.0%&-1.1%
Cn1c(Cn2c(=O)sc3ccccc32)nnc1SCC(N)=O	-4%	-1%	2%	1%	3%	9%	5%[46.1 µM]	0.0%
COc1cccc(NC(=S)/C(=C(\[O-])c2ccc(OC(F)F)cc2)[n+]2ccccc2)c1	-19%	1%	5%	-4%	-9%	-4%	-7%	1.1%
Cc1cccc(Cn2cc(C(=O)Nc3ccc(F)c(C(F)(F)F)c3)ccc2=O)c1	.	1%	-3%	25µM*	?	.	.	0.0%
O=C(CCCCCn1c(=O)c2sccc2n(Cc2ccc(Cl)cc2)c1=O)NCc1ccc2c(c1)OCO2	.	-1%	-3%	-3%	-8%	.	.	?
C=CCc1c(C)nc2c(C(=O)O)cnn2c1C	-2%	-2%	-9%	3%	-9%	-6%	-24%[46.1 µM]	-0.9%
NC(=S)c1ccc[n+]([C@@H]2O[C@@H](COP(=O)([O-])OP(=O)(O)OC[C@H]3O[C@@H](n4cnc5c(N)ncnc54)[C@H](OP(=O)(O)O)[C@H]3O)C(O)C2O)c1 (stereo not given in full)	9%	-1%	-3%	1%	1%	1%	-7%[46.1 µM]	4.9%
Clc1ccccc1Cc1noc(CN2CCN(c3cnccn3)CC2)n1	5%	-7%	-6%	2%	0%	0%	2%	-2.8%
O=C(NCc1ccccc1F)c1ccc2c(c1)OCO2	-2%	1%	11%	-1%	-9%	5%	-4%[46.1 µM]	-4.8%
Cc1ccc(OCCn2cnc(Cl)c2Cl)cc1	-12%	-4%	-4%	10%	-3%	-6%	-14%	1.1%
O=S(=O)(Nc1ncccc1O)c1ccc(Cl)cc1	8%	-6%	-2%	0%	8%	7%	12%[46.1 µM]	-1.4%
COc1ccc(C)cc1S(=O)(=O)NCC(c1ccc(N(C)C)cc1)N1CCc2ccccc21 (stereo not given)	.	0%	0%	0%	?	.	.	-3.5%
CCn1nc(C)c(Br)c1-c1nc(-c2cccc(C)c2)no1	3%	-2%	-5%	3%	2%	-5%	3%	-2.1%
Cc1[nH]c2ccccc2c1SCC(=O)N1CCC(C)CC1	-5%	-2%	1%	?	-9%	-1%	-12%	-0.1%
CCC(c1nnnn1Cc1ccco1)N1CCN(c2cc(Cl)ccc2C)CC1 (stereo not given)	1%	-3%	2%	1%	-8%	2%	?	0.8%
Cc1cc2ccccc2n1CCNC(=O)c1ccc(Br)cc1	.	-2%	-1%	-3%	?	.	.	-2.5%
Cc1ccc(-n2nc(C)c3c(C)c(CCC(=O)NCc4ccccc4Cl)c(C)nc32)cc1	.	-2%	3%	-1%	-18%	.	.	12%
Nc1cc(=O)[nH]c(SCC(=O)Nc2cc(S(=O)(=O)N3CCOCC3)ccc2Cl)n1	12%	1%	9%	-8%	-2%	4%	11%	?
COc1ccccc1-c1cc(C(=O)Nc2sc3c(c2C#N)CCC(C)C3)c2ccccc2n1 (stereo not given)	-8%	-1%	-10%	-7%	-26%	4%	?	5.7%
CCOC(=O)c1cc(-c2ccc(OC)cc2)nc2c1c(C)nn2CCC(N)=S	13%	-3%	-3%	-3%	-30%	8%	-57%	0.0%
O=S(Cc1cc(Sc2ccccc2)nc(-c2ccccc2)n1)c1ccccc1 (stereo not given)	0%	0%	-14%	-3%	-28%	6%	?	-2.4%
O=C(NCCc1ccncc1)Nc1ccc(Cl)cc1	11%	-4%	-5%	-8%	-9%	0%	3%[46.1 µM]	2.2%
Cc1cc(OCCN2CCCC2)cc(C(C)C)c1	8%	0%	5%	2%	1%	-4%	3%	1.0%
COc1ccc(NC(=O)CC2C(=O)N(c3ccc(OC)cc3)C(=O)N2Cc2ccc(OC)c(OC)c2)cc1 (stereo not given)	9%	0%&-1%	2%&5%	-4%&-5%	-7%&-21%	4%	-3%	2.3%&-1.3%
CCCc1cc(=O)oc2cc(C)cc(OC(=O)c3ccco3)c12	0%	-3%	0%	-3%	-3%	7%	1%[46.1 µM]	2.7%

Compounds above that contain an aryl methoxy group:
SMILES	CBFb RUNX1 block	TexasRed fluor	TRb-SRC2 inh	Tau fibril FP	Tau fluor cs	aGal spleen mod	NPSR antagonist	Epigenetic reg
COc1ccc(OC)c(S(=O)(=O)n2nnc3cc(Cl)ccc32)c1	0%	-4%	-7%	-14%	1%	-28%	-7%[46.1 µM]	-2.8%
COc1ccc(-c2c(C#N)c(C)nc3c2C(=O)c2ccccc2-3)cc1	-3%	1%[53 µM]	-21%[53 µM]	-6%	-10%	-14%	?	4.6%
COc1cccc(NC(=S)/C(=C(\[O-])c2ccc(OC(F)F)cc2)[n+]2ccccc2)c1	-19%	1%	5%	-4%	-9%	-4%	-7%	1.1%
COc1ccc(C)cc1S(=O)(=O)NCC(c1ccc(N(C)C)cc1)N1CCc2ccccc21 (stereo not given)	.	0%	0%	0%	?	.	.	-3.5%
COc1ccccc1-c1cc(C(=O)Nc2sc3c(c2C#N)CCC(C)C3)c2ccccc2n1 (stereo not given)	-8%	-1%	-10%	-7%	-26%	4%	?	5.7%
CCOC(=O)c1cc(-c2ccc(OC)cc2)nc2c1c(C)nn2CCC(N)=S	13%	-3%	-3%	-3%	-30%	8%	-57%	0.0%
COc1ccc(NC(=O)CC2C(=O)N(c3ccc(OC)cc3)C(=O)N2Cc2ccc(OC)c(OC)c2)cc1 (stereo not given)	9%	0%&-1%	2%&5%	-4%&-5%	-7%&-21%	4%	-3%	2.3%&-1.3%
